S3 lipid droplet – qHTS Assay for Lipid Storage Modulators in Drosophila S3 Cells. Potency in µM for hits, for the others lipid storage change, negative = inhibition, % at the top dose, mostly 46.1 µM. actives 0.64% (n = 320,000). Drosophila S3 cells, BODIPY lipid droplet fluorescence, 18-24 h; cells fed with added oleic acid; active means well fitted inhibition curve with a large enough effect in the signal ratio, with a control signal flat, not every such curve was filed as active; inconclusive means small, poorly fitted or top-dose-only effect, or effect the other way, or a change in a side signal; the % refers to the signal ratio
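Drosophila S3 cells got compounds at several concentrations plus oleic acid (400 uM solution). Laser-scanning cytometry with 488 nm excitation read lipid droplets at 500-530 nm and cells at 575-640 nm. Percent activity was relative to 20 uM Triacsin C.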
S3 lipid droplet cell count max – second read-out of S3 lipid droplet, no call of its own (marks repeat the call); cell number change, %; measured here: cell count max response;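 cells counted by Cell Tracker Red CMTPX staining in the red channel; peak over a dose series mostly up to 46.1 µM; percent activity relative to internal control wells on each plate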
Starred values were filed as active, the others as inactive; i = inactive; ? = inconclusive; nt = not tested or not shown; [ ] = dose if it differs, or a comment. On the % scale 0 is the no-effect control and ±100 the full control effect; potency means the concentration at half of the fitted maximal effect.

SMILES	S3 lipid droplet	S3 lipid droplet cell count max
Cc1ccc(NC(=O)c2cc(C)on2)cc1	-1%	0
O=C(NCCC1CCCCN1S(=O)(=O)c1ccccc1)C(=O)NCc1cccnc1 (stereo not given)	?	nt
CC1CN(Cc2ccc(Cl)cc2Cl)CC(C)O1 (stereo not given)	?	nt
CC(C)Nc1nc(Cl)nc(NNC(=O)C(C)Oc2ccccc2)n1 (stereo not given)	?	nt
CSc1ccc(-c2nnn(Cc3ccc(C)cc3)n2)cc1	?	nt
CCSc1nnc(NC(=O)CSc2sc3c(O)cc(=O)[nH]c3c2C#N)s1	?	nt
CC(C)NC(=O)c1ccc2c(c1)N(CC(=O)Nc1ccccc1F)C(=O)C(C)(C)O2	?	nt
COc1ccc(/C=C/C(=O)Nc2cccc(S(=O)(=O)N3CCOCC3)c2)cc1OC	-1%	-6
O=c1[nH]cc(-c2ccc(Br)cc2)n1Cc1ccccc1	-5%	-19
O=C(Nc1ccccn1)C(=O)Nc1ccccn1	4%	20
O=C(Nn1c(Cc2ccccc2)nc2ccccc2c1=O)c1c(O)c2cccc3c2n(c1=O)CCC3	?	nt
O=C(COc1ccc(Br)cc1)OCCN1CCCCC1	?	nt
CCS(=O)(=O)NCC(c1cccnc1)N1CCN(c2ccc(F)cc2)CC1 (stereo not given)	5%	nt
CC(=O)Nc1ccc(NC(=O)C(C)OC(=O)c2oc3ccccc3c2C)cc1 (stereo not given)	?	nt
O=C(Nc1ccc2[nH]c(=O)[nH]c2c1)c1ccc([N+](=O)[O-])o1	4%	-14
Cc1cc(C(=O)N2CCOCC2)n(-c2ccccc2)n1	?	nt
O=C(CSc1nnc(Cc2ccccc2)o1)N1CCCC1	?	nt
CS(=O)(=O)N(CC(=O)N1CCOCC1)c1cccc([N+](=O)[O-])c1	3%	9
CCC1CN(C(=O)N2CCC(C(=O)NCc3ccco3)CC2)c2ccccc2O1 (stereo not given)	?	nt
COc1cc(C(=O)NCCSc2ccccc2)cc(OC)c1OC	-27%	-6
C=CCN1CCN(C(=O)c2ccc(-c3ccccc3)cc2)CC1	i	-3
N#CC1=C(N)OC2=C(C(=O)CCC2)C12CCN(C(=O)OCc1ccccc1)CC2	?	nt
CC(=O)N1CCN(C2=Nc3cccc4cccc2c34)CC1	?	nt
CCCc1cc(C(N)=O)c(NC(=O)C2CCCO2)s1 (stereo not given)	?	nt
CS(=O)(=O)c1ccc(Cl)c(NC(=O)c2ccc3ccccc3c2)c1	-14%	20

Another view of part of the listing above:
Order of results – S3 lipid droplet	S3 lipid droplet cell count max
- COc1cc(C(=O)NCCSc2ccccc2)cc(OC)c1OC
    -27%	-6
- CS(=O)(=O)N(CC(=O)N1CCOCC1)c1cccc([N+](=O)[O-])c1
    3%	9

Further entries follow:
SMILES	S3 lipid droplet	S3 lipid droplet cell count max
Cc1ccc(C(C)C)c(Oc2nnnn2-c2ccccc2)c1	?	nt
CC(C)CNC(=O)COCc1cc(-c2ccc3c(c2)OCO3)on1	?	nt
COc1ccc(-c2csc3nc(C)nc(N4CCN(C(C)=O)CC4)c23)cc1OC	20%	nt
O=C(COC(=O)Cc1cccs1)Nc1cccc(S(=O)(=O)N2CCOCC2)c1	i[0.0737 µM]	nt
COc1ccc(C2Nc3ccccc3C(=O)N2O)cc1CN1CCOCC1 (stereo not given)	12%	12
CC(=O)C1=C(C)NC(SCc2cccc3ccccc23)=C(C#N)C1c1ccco1 (stereo not given)	?	nt
Cc1cccc(NC(=O)c2ccc3ccccc3n2)c1C	?	nt
O=C(NCc1ccccn1)c1c(O)c2c([nH]c1=O)CCCC2	10%	-4
O=C(NC1CCCCC1)c1ccc(S(=O)(=O)N2CCOCC2)cc1	4%	1
O=Nc1c(O)[nH]c2ccc(F)cc12	?	nt
COc1ccc(/C=N/N(C)c2cc(=O)n(C)c(=O)[nH]2)cc1OC	1%	-5
O=C(COc1cc(Cl)c(Cl)cc1Cl)NC(=O)NC1CCCC1	?	nt
COC(=O)c1sc(S(=O)(=O)N2CC(C)OC(C)C2)c(C(=O)OC)c1C (stereo not given)	?	nt
COc1ccc(C(=O)NC(=S)Nc2ccccc2N2CCCCC2)cc1[N+](=O)[O-]	i	13
O=C(CSCc1ccccc1)N=Nc1c(O)[nH]c2ccccc12	6%	6
O=C(NCc1ccccc1)c1ccc2c(=O)n(CC3CCCO3)c(=S)[nH]c2c1 (stereo not given)	-5%	1
Cn1nnnc1SCc1ccc(C(=O)Nc2ccc(Br)cc2)cc1	-10%	-17
O=C(NC(=S)Nc1ccc(Cl)cc1Cl)C1CC1	i	-14
CC1Cc2ccccc2N1C(=O)c1ccc2nccnc2c1 (stereo not given)	?	nt
O=[N+]([O-])c1cccc(S(=O)(=O)Nc2ccc(Cc3ccncc3)cc2)c1	?	nt
Nc1cc(S(=O)(=O)N2CCCCC2)ccc1Oc1ccc(Cl)cc1	?	nt
Cc1cccc(CCNC(=O)C2CCN(S(=O)(=O)N3CCOCC3)CC2)c1	i	-23
Cc1nc2c(Cl)cccc2[nH]1	?	nt
O=C(Cn1cnc2c(cnn2-c2ccccc2)c1=O)Nc1ccc(S(=O)(=O)N2CCOCC2)cc1	0%	0
CC(Sc1nnc(NC2CCCCC2)s1)C(=O)Nc1ccc2c(c1)C(=O)c1ccccc1C2=O (stereo not given)	?	nt

More results
SMILES	S3 lipid droplet	S3 lipid droplet cell count max
CCOc1cccc(CN2CCCC(C(=O)c3cccc(C(F)(F)F)c3)C2)c1O (stereo not given)	-4%	3
COc1ccc(NC(=O)CSCC(=O)NCc2cccc(C(F)(F)F)c2)cc1	?	nt
Cc1ccc(CSc2nc3c(c(N(C)C)n2)CCCC3)cc1	?	nt
CCn1c(SCC(=O)Nc2ccccc2C(=O)OC)nnc1-c1ccc(N)cc1	14%	-10
Cc1occc1C(=O)N/N=C/C=C/c1ccccc1	?	nt
CN1C(=O)C2(OCC(CO)([N+](=O)[O-])CO2)c2ccccc21 (stereo not given)	-15%	17
Cc1cc(C(=O)Nc2ccccc2C(=O)O)ccc1NC(=O)COc1cccc(C)c1C	?	nt
CN(CC1CCCN(CCc2ccc(Cl)cc2)C1)C(=O)CC(F)(F)F (stereo not given)	?	nt
CC(C)CO/C(=N/S(=O)(=O)c1ccccc1)c1ccccc1	?	nt
CCOc1ccc2nc(N3CCCC(C(=O)NCCCN4C(C)CCCC4C)C3)sc2c1 (stereo not given)	?	nt
Cc1cccc(C)c1NC(=O)CNC(=O)C(C)N(C)CC(=O)Nc1ccc(F)cc1 (stereo not given)	?	nt
CCc1ccc(-c2cc(C(=O)N/N=C/c3ccccn3)[nH]n2)cc1	?	nt
O=C(CSc1ncc(-c2ccc(F)cc2)n1Cc1ccco1)Nc1ccc2c(c1)OCO2	?	nt
O=C(O)c1ccccc1NC(c1ccccc1)c1ccc(Cl)cc1 (stereo not given)	-4%	-4
Cc1ccc(NC(=O)c2ccc(Cl)nc2)cc1	?	nt
Cc1ccc(N2CC(C(=O)Nc3ccc(S(=O)(=O)Nc4nccc(C)n4)cc3)CC2=O)cc1 (stereo not given)	i	nt
COc1ccc(S(=O)(=O)Nc2ccc(S(=O)(=O)N3CCCCC3)cc2)cc1C	?	nt
COCCCn1c(=NC(=O)c2ccc3c(c2)OCO3)c(C#N)cc2c(=O)n3cccc(C)c3nc21	13%	-3
O=C(CCCCCCCC(=O)NNC(=O)Nc1ccccc1)NNC(=O)Nc1ccccc1	?	nt
Nc1nnc(-c2cc3c(ccc4ccccc43)oc2=O)s1	?	nt
COc1ccc(C(=O)Nn2c(C)nc3ccccc3c2=O)cc1	i	46
COc1ccc(-n2cc3ccc([N+](=O)[O-])cc3n2)cc1	?	nt
O=C(CSc1nc2ccccc2c(=O)n1CC1CCCO1)NCC1CCCO1 (stereo not given)	?	nt
COc1ccc(CNC(=O)c2cc3cc(OC)ccc3oc2=O)cc1	?	nt
CCC(C)(C)NC(=O)CN(C(=O)CCC(=O)Nc1nccs1)c1ccc(C)cc1	-26%	-10

Next section:
SMILES	S3 lipid droplet	S3 lipid droplet cell count max
Clc1cccc2sc(N3CCCCC3)nc12	?	nt
O=C(c1cccnc1)N1CCC(Oc2ccc(C(=O)N3CCCC(O)C3)cc2)CC1 (stereo not given)	19%	5
CNS(=O)(=O)c1ccc(NC(=O)c2ccccn2)cc1	?	nt
Nc1c(C(=O)NCc2ccccc2)nnn1Cc1ccccc1	?	nt
O=c1c2cc(N3CCOCC3)ccc2[nH]c(=S)n1CCCN1CCN(c2ccccc2F)CC1	?	nt
Cc1ccc(NC(=O)CCNC(=O)Cn2cnc3ccccc3c2=O)cc1F	i	-9
CC(=O)NC(NC(=S)Nc1ccc(N=Nc2ccccc2)cc1)C(Cl)(Cl)Cl (stereo not given)	?	nt
Cc1ccc(C(C(=O)NC(C)(C)C)N(CC2CCCO2)C(=O)Cn2nnc(-c3ccc(C)o3)n2)cc1 (stereo not given)	?	nt
Cc1ccc(S(=O)(=O)NCCSCc2ccco2)cc1	-2%	5
Cc1cc(Cl)c(S(=O)(=O)N2CCN(c3ccccn3)CC2)cc1OCC(N)=O	?	nt
Cc1cn[nH]c1	?	nt
Nc1nc(SCC(=O)N2N=C(c3ccc(Cl)cc3)CC2c2ccco2)n[nH]1 (stereo not given)	-3%	4
COc1ccc(CCNC(=O)C(=O)NCCCN2CCOCC2)cc1	?	nt
CC(C)(C)C(=O)Nc1ccccc1C(=O)N1CCCC1	-1%	1
C=CCc1c(C)c(C#N)c2nc3ccccc3n2c1NCCN(C)C	?	nt
CCOC(=O)C1CN(C(C)(C)C)C(=O)C1=O (stereo not given)	-1%	12
CCCn1c(SCC(=O)NC2CCCCC2)nnc1-c1ccco1	?	nt
O=C(NC1CCCc2ccccc21)c1ccccn1 (stereo not given)	?	nt
COc1ccc(N2CCN(CCNC(=O)Nc3cc(Cl)ccc3OC)CC2)cc1	7%	2
CCOC(=O)C1CCN(C(=O)CN2C(=O)C(C(C)C)Oc3ccccc32)CC1 (stereo not given)	?	nt
COc1ccc(C(=O)O/N=C(\N)Cc2cccs2)cc1OC	?	nt
Cc1cccc(NC(=O)CNC(=O)COc2ccc(C(=O)c3ccc(F)cc3)cc2)c1C	26%	8
CCOC(=O)c1c(C)n(C)c2ccc(OC)c(NC(=O)c3cccs3)c12	13%	-9
CCOC(=O)c1ccc(NS(=O)(=O)c2cccc3nsnc23)cc1	?	nt
CN(CC(=O)NC(=O)NCc1ccccc1)CC(=O)Nc1ccc(Cl)c(Cl)c1	?	nt

Other compounds
SMILES	S3 lipid droplet	S3 lipid droplet cell count max
O=[N+]([O-])c1cc([N+](=O)[O-])c(Oc2cncc(Cl)c2)cc1NN1CCCCC1	?	nt
COc1ccc(/C=N/NC(=O)c2ccccc2)cc1OS(=O)(=O)c1ccccc1	?	nt
COc1ccccc1-c1nnc(NC(=O)C(C)C)s1	5%	0
CCS(=O)(=O)N1CCN=C1SCc1cccnc1	1%	7
CCCOC(=O)C[N+](C)(C)CCOC1CC2CCC1(C)C2(C)C (stereo not given)	?	nt
CCCCn1c(-c2ccco2)nc2ccccc2c1=O	i	nt
Cn1c(SCc2ccc(Cl)cc2)nc(C(F)(F)F)cc1=O	?	nt
COc1ccccc1N1CCN(C2CCCN(S(=O)(=O)c3cccc(Cl)c3)C2)CC1 (stereo not given)	-16%	-15
COc1ccc2[nH]c3c(=O)n(Cc4ccncc4)cnc3c2c1	1%	3
Cc1c(Cl)ccc2c(C(N)=O)cc(-c3ccccn3)nc12	-1%	17
N#Cc1ccccc1S(=O)(=O)N1CCN(CC(=O)Nc2ccccc2C(=O)NC2CC2)CC1	?	nt
COc1ccc(C(=O)O)cc1S(=O)(=O)Nc1cc(Cl)ccc1N1CCOCC1	0%	11
O=C(Nc1ccc(S(=O)(=O)NC2=NCCCCC2)cc1)c1ccc2ccccc2n1	1%	-4
Cn1c(=O)c2c(nc(SCCN3CCCCC3)n2Cc2ccccc2)n(C)c1=O	11%	5
CC(=O)NNC(=O)c1csc(-c2csc(C)n2)n1	14%	13
Cc1noc(C(=O)NC2CCCCC2)c1Cl	6%	17
CC(=O)c1cccc(NC(=S)NC2CCCCCCC2)c1	?	nt
COc1ccc(C(=O)NCC(=O)Nc2cccc(S(=O)(=O)NCc3ccco3)c2)cc1OC	i	18
O=C(NCC1COc2ccccc2O1)c1cn(Cc2ccc(F)cc2)nn1 (stereo not given)	?	nt
Cc1cc(C)cc(C(=O)Nc2cccnc2Cl)c1	0%	0
O=C(NNC(=S)NCc1ccc(Cl)cc1)c1ccc2c(c1)OCO2	1%	-7
COc1ccc(-n2cc3c(-c4cccc(Br)c4)nnc(C)c3n2)cc1	25%	5
COc1ccccc1NC(=O)CSc1nnc(C)n1Cc1ccccc1	?	nt
CC(=O)Nc1nc(-c2ccccc2)nc(C)c1C(C)=O	i	nt
O=C(NCc1ccc(Cl)cc1)C(=O)NCC(c1ccco1)N1CCOCC1 (stereo not given)	-2%	-16

Full records, looked up by structure. Order of screens: S3 lipid droplet | S3 lipid droplet cell count max
Cc1cccc(NC(=O)c2ccc3ccccc3n2)c1C as listed: ? | nt
Cc1ccc(S(=O)(=O)NCCSCc2ccco2)cc1 as listed: -2% | 5
O=C(NCc1ccc(Cl)cc1)C(=O)NCC(c1ccco1)N1CCOCC1 (stereo not given) as listed: -2% | -16
CCOC(=O)c1c(C)n(C)c2ccc(OC)c(NC(=O)c3cccs3)c12 as listed: 13% | -9
CCS(=O)(=O)N1CCN=C1SCc1cccnc1 as listed: 1% | 7

Some of these compounds in order of number of heavy atoms, highest first.
SMILES	S3 lipid droplet	S3 lipid droplet cell count max
COc1ccccc1NC(=O)CSc1nnc(C)n1Cc1ccccc1	?	nt
CC(=O)Nc1nc(-c2ccccc2)nc(C)c1C(C)=O	i	nt
CCS(=O)(=O)N1CCN=C1SCc1cccnc1	1%	7

Not all compounds are listed; the hit share may differ from the screen's.
